SENP1 FRET inh: inhibitors of human SENP1 SUMO protease catalytic domain; actives 0.21% (n = 360,000); AID 624204; inhibition, % at 10 µM; recombinant SENP1 catalytic domain, CyPet-SUMO1-YPet FRET cleavage;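 active = inhibition at least 30% at 10 µM, raw YFP signal under a set limit, fluorescence ratio 0.5 to 1.5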;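 also: 0% = enzyme with DMSO and 100% = no enzyme wells; some results filed as inactive read as strong as hits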
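system = hSENP1 catalytic domain, recombinant | reagent = SFCypet-SUMO1-SFYpet substrate at 25 nM | doses = one dose per compound, 10 µM, 0.5% DMSO | incubation = enzyme reaction for 50 min at room temperature, dark | measured by = FRET, CFP and YFP emission | controls = no-enzyme low, enzyme-DMSO high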
PfG6PD inh: PfG6PD (Plasmodium falciparum) enzyme inhibition; actives 0.78% (n = 350,000); inhibition, % at 20 µM; AID 504690; PfGluPho enzyme, NADPH resazurin-diaphorase fluorescence;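 active = inhibition reaching at least a set limit at 20 µM in the primary screen, cut at about 59% in these data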;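 also: 0% = DMSO wells with substrate and 100% = DMSO wells lacking glucose-6-phosphate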
SENP8 block-1: inhibitors of human SENP8 protease. Q96LD8. purified SENP8, Z-RLRGG-aminoluciferin cleavage, luminescence. inhibition, % at 10 µM. actives 1.2% (n = 330,000). AID 2540; in the data active = inhibition above about 50%
HKDC1 inhibitor: HKDC1 (human) hexokinase inhibition; Q2TB90; recombinant HKDC1, G6PDH/diaphorase resazurin coupled fluorescence; inhibition, % at 20 µM; actives 0.16% (n = 340,000); AID 493160;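 active = inhibition above about 35% when tested at 20 µM, limit read from the data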;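 also: plate controls were DMSO wells with enzyme for no effect and DMSO wells lacking enzyme for full effect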
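Test system: recombinant HKDC1 (HK5) hexokinase enzyme, produced in-house / Doses: 20 µM test compound, 1% DMSO / Timing: 90 min, room temperature / Detection: G6PDH/diaphorase-coupled fluorescence, 1 mM NADP, 100 µM resazurin, 525/613 nm / Control set: DMSO wells with and without enzyme mix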
SENP6 block: inhibitors of human SENP6 protease; Recombinant SENP6 catalytic domain, aminoluciferin luminescence; inhibition, % at 10 µM; actives 1.8% (n = 330,000); AID 2599;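 active = inhibition above about 50% at the single tested dose, limit read from the data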;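 also: plate controls were DMSO wells with enzyme for no effect and DMSO wells lacking enzyme for full effect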
Target sequence (Q9GZR1 628-1112 limits assumed): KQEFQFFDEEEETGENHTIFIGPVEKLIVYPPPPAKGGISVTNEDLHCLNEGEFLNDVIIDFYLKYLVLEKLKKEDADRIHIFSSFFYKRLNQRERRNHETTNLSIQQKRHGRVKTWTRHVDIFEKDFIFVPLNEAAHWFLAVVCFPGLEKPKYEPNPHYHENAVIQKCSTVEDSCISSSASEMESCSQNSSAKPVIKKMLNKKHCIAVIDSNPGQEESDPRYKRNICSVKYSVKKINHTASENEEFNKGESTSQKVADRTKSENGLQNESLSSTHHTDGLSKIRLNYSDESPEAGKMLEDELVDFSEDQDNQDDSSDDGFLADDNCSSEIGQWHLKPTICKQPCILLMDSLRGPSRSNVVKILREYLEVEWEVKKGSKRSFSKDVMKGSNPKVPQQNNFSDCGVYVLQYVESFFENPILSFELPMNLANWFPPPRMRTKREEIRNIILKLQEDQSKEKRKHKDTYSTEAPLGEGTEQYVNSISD
SENP7 block: blocks the human protease SENP7. Q9BQF6. recombinant SENP7, Z-RLRGG-aminoluciferin luminescence, 40 min. inhibition, % at 5 µM. actives 1.5% (n = 330,000). AID 434973;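 active = inhibition above about 50% at the single test dose, limit read from the data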;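 also: plate controls were DMSO with enzyme for no effect and no enzyme buffer wells for full effect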
Target sequence (Q9BQF6 706-1050 limits assumed): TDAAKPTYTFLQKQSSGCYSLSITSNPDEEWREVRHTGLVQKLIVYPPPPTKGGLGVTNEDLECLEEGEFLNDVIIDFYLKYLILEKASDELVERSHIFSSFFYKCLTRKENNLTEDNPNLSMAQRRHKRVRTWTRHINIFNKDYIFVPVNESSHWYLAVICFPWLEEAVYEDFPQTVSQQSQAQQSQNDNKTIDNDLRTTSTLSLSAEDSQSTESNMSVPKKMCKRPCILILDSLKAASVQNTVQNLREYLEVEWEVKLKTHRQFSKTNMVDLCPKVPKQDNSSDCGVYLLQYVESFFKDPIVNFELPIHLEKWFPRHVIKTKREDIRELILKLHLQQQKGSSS
Apaf1 inhib: inhibitors of human Apaf-1 apoptosome; reconstituted apoptosome caspase-3 activity, DEVD-Rh110 fluorescence; inhibition, % at 20 µM; actives 0.71% (n = 330,000); AID 489030; active = inhibition of at least 40% at 20 µM;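 also: plate controls were DMSO wells for no effect and DEVD-CHO caspase inhibitor wells for full effect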
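Assay system – apoptosome proteins · Medium – Hepes buffer, pH 7.5 · Also added – cytochrome c with DEVD-Rh110 · Timing – 30 min compound preincubation, 50 min activation, room temperature · Detection – Rh110 fluorescence, excitation 480 nm, emission 540 nm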
SENP8 block-2: inhibitors of human SENP8 protease | recombinant SENP8, Nedd8 substrate fluorescence | inhibition, % at 20 µM | actives 0.64% (n = 360,000) | AID 602440; in the data active = inhibition mostly above about 40%, no sharp cut-off; inactive = mostly below about 27%
The depositor's hits bear a star; i = inactive; · = no result given.

Every second line gives: SENP1 FRET inh	PfG6PD inh	SENP8 block-1	HKDC1 inhibitor	SENP6 block	SENP7 block	Apaf1 inhib	SENP8 block-2
(1) O=C(NC12CC3CC(CC(C3)C1)C2)N(Cc1ccccc1)Cc1ccncc1
 : -1	-20	1	6	-6	2	-2	22
(2) Cc1ccc(C(=O)C2=C(O)C(=O)N(Cc3cccnc3)C2c2ccc(Cl)cc2)o1 (stereo not drawn)
 : -2	-22	4	2	2	-4	4	-12
(3) O=C(Nc1c2c(nn1-c1ccccc1)CS(=O)(=O)C2)c1ccccc1C(F)(F)F
 : 0	-37	-2	-7	-6	-12	5	5
(4) O=C(N/N=C/C=C/c1ccccc1)c1cc2c(ccc3ccccc32)o1
 : -6	-10	0	16	2	7	1	i
(5) Oc1c(Br)cc(Br)cc1C=Nc1ccc2[nH]ncc2c1
 : -35	17	32	26	56*	28	84*	-322
(6) CCNc1ccc(C(=O)OCC(=O)NC(C)c2ccccc2)cc1[N+](=O)[O-] (stereo not drawn)
 : 12	-4	-7	-11	-6	-2	2	40*
(7) O=C(CSc1nnc(CNc2ccc(F)cc2)o1)N1CCN(C(=O)c2ccco2)CC1
 : 2	10	0	-5	-2	11	-17	4
(8) Cc1cc(=O)n2nc(N3CCCC3C(=O)Nc3cccc(Cl)c3C)sc2n1 (stereo not drawn)
 : -2	8	-14	-6	-14	-3	6	4
(9) CCOC(=O)c1ccc(Nc2cc(C)nc(N3CCOCC3)n2)cc1
 : -6	21	-5	2	-16	-1	-1	i
(10) Cc1ccc(C(=O)Nc2cc([N+](=O)[O-])ccc2F)s1
 : 0	17	-3	-10	-28	3	3	16
(11) CC(C)(C)c1ccc(OC(=O)c2ccc3nsnc3c2)cc1
 : 4	27	-18	1	-1	-12	26	18
(12) C=CCn1c(CCCNC(=O)C(C)(C)C)nc2ccccc21
 : 0	12	4	-4	21	1	-1	7
(13) Cc1ccc(NC(=S)N(Cc2cccc(Br)c2)CC2CCC(C(=O)O)CC2)cc1 (stereo not drawn)
 : 1	5	4	-2	10	11	-5	7
(14) COc1ccc(N(C)C(=O)Cc2c(C(=O)O)[nH]c3ccccc23)cc1
 : 1	-9	0	-5	1	4	6	-3
(15) CCc1ccc(NC(=O)c2cnc3n(c2=O)CCS3)cc1
 : 2	-6	-9	-1	2	-2	4	-14
(16) CCOc1ccc(NS(=O)(=O)c2cc(NC(=O)CCS(=O)(=O)c3ccc(C)cc3)ccc2OC)cc1
 : 1	3	-17	-6	-28	-4	6	18
(17) COc1ccc(OC(=O)c2cccnc2)cc1
 : -3	-1	-12	-8	-8	0	-5	12
(18) CC(Sc1nc(N)cc(N)n1)C(=O)NCCC1=CCCCC1 (stereo not drawn)
 : -3	0	-3	0	-4	1	9	-5
(19) Cn1c(N)c(S(=O)(=O)N2CCN(C(=O)c3ccco3)CC2)c(=O)n(C)c1=O
 : 0	-7	-1	-6	4	10	-22	11
(20) CCn1c(CNc2nc(-c3ccccc3)cs2)nnc1SCC(=O)NCc1ccccc1
 : 1	0	-3	-1	10	3	15	9
(21) O=C(OCCN1CCCCC1)c1ccccc1Br
 : 0	-12	1	-6	-9	1	1	22
(22) O=C(NNC1=C(C(=O)C(F)(F)F)CCC1)c1ccccc1O
 : -7	-6	34	-17	33	-7	3	-36
(23) CC(=O)Nc1ccc(NC(=O)C(C)OC(=O)CN(C)S(=O)(=O)c2ccc(Cl)cc2)cc1 (stereo not drawn)
 : 1	2	-7	7	-8	-1	-4	25
(24) c1ccc2c(CSc3ncnc4nc[nH]c34)cccc2c1
 : -1	-17	-11	20	-9	-7	0	8
(25) CCOC(=O)C1(Cc2cccc(OC)c2)CCN(Cc2ccc(C)s2)CC1
 : -2	14	-10	-4	1	-5	-10	14
(26) O=C(COc1ccc2c3c(c(=O)oc2c1)CCC3)NCc1ccccn1
 : 1	12	-7	-1	-14	2	-1	-130
(27) COc1ccc(CCNC(=O)C2CCN(C(=O)c3ccccc3)CC2)cc1
 : ·	-20	1	8	-6	-2	0	·
(28) CCC(C)(C)NC(=O)c1ccc2c(c1)N(CC(=O)N1CCCC1)C(=O)C(C)(C)O2
 : 0	-9	-4	-5	8	3	0	-2
(29) Cc1noc(C)c1C(=O)OCC(=O)c1c(N)n(CC(C)C)c(=O)n(C)c1=O
 : -1	8	4	0	-11	3	6	13
(30) O=C(Nc1ccccn1)c1cccs1
 : -3	1	-1	-3	4	9	-11	22

Next section
Every second line gives: SENP1 FRET inh	PfG6PD inh	SENP8 block-1	HKDC1 inhibitor	SENP6 block	SENP7 block	Apaf1 inhib	SENP8 block-2
(31) C=CCN(C(=O)CCc1ccccc1OC)c1nc(-c2ccc(S(C)(=O)=O)cc2)cs1
 : -1	13	-6	-1	-9	0	14	-68
(32) CC(C)(C)c1ccc(C(=O)NNC(=S)NC(=O)c2cccnc2)cc1
 : 1	-7	0	-4	-26	-2	14	10
(33) CC1CC(=O)N(c2ccc(N(C)Cc3ccccc3)c([N+](=O)[O-])c2)C1=O (stereo not drawn)
 : 1	2	-2	-3	-6	-5	6	30
(34) CSc1ccccc1C(=O)Nc1cccc(C)c1
 : 1	20	-9	3	4	-6	5	12
(35) Cc1ccc(-c2nnc(N3CCCCC3)c3ccccc23)cc1S(=O)(=O)N1CCN(C)CC1
 : 1	2	0	10	-17	2	25	11
(36) O=C(COc1ccccc1)NNc1nc2ccccc2s1
 : -18	10	1	4	0	8	-1	-13
(37) CCCC(C)NC(=O)c1ccc(OCc2ccc(Cl)cc2)c(OC)c1 (stereo not drawn)
 : -2	-4	·	-4	·	·	·	12
(38) Cc1cc(NC(=O)CSc2nnnn2-c2ccccc2C)no1
 : 0	-2	-4	2	2	-5	8	1
(39) Cc1cc(C(=O)CS(=O)(=O)c2ccc(F)cc2)cc(C)c1O
 : -3	-6	-9	1	-11	7	-3	13
(40) CCN(CC)CCNC(=O)c1cc2c(-c3cccc(OC)c3)nn(C)c2s1
 : 1	11	-3	1	-16	1	6	-313
(41) COc1cccc(OC)c1C(=O)N1CCN(Cc2ccccc2C(F)(F)F)CC1
 : 3	6	1	-6	19	4	6	23
(42) Brc1ccc(-c2ccc(CNCc3ccccn3)o2)cc1
 : 1	8	-6	-6	8	-1	7	23
(43) CC(=O)Nc1ccc(NC(=O)CCOc2ccccc2C)cc1
 : -2	-6	-3	3	-7	-4	-2	18
(44) COc1ccc2nc(N3C(=O)CC(C(C)c4ccccc4)C3=O)sc2c1 (stereo not drawn)
 : 1	-7	-5	1	-23	2	14	14
(45) CN(C)c1cc(-c2cccc(C(F)(F)F)c2)oc(=O)c1Cl
 : 0	1	-1	-4	-10	12	-5	3
(46) O=C(Nc1ccc2c(c1)C(=O)N(c1ccccc1)C2=O)C1CCCO1 (stereo not drawn)
 : 12	0	-1	-7	13	-1	0	14
(47) COc1ccccc1NS(=O)(=O)c1cccc(C(=O)NNC(=O)c2ccc(Cl)nc2)c1
 : -1	-15	-4	-3	-7	7	1	7
(48) COc1ccc(-c2nnc(SCC(=O)N3CCCC3)o2)c(OC)c1
 : -1	21	2	-4	10	7	-3	-1
(49) COc1cccc(CNS(=O)(=O)c2ccc3c(c2)CC(C)N3C(=O)C2CCC2)c1 (stereo not drawn)
 : 2	-7	7	-3	-4	1	17	7
(50) CSCc1c(C(=O)OCC(=O)NC2CCCCC2)oc2ccccc12
 : -3	-13	-10	-1	-19	-4	26	16
(51) NC(=O)C(F)(F)C12OC3C4C5CC(C6C5C3C61)C42 (stereo not drawn)
 : 3	-6	-5	-9	0	7	-19	5
(52) Cc1ccc(NC(=O)c2ncn(CCCN3CCN(c4ccccn4)CC3)n2)cc1C
 : 0	-5	·	3	·	·	·	15
(53) CC(=O)c1c(C)nn(C(=O)N2CCOCC2)c1C
 : 2	4	-1	-6	4	-6	-1	20
(54) Cc1ccc(C(=O)Oc2ccccc2N2C(=O)C3C4CCC(C4)C3C2=O)cc1 (stereo not drawn)
 : 2	-16	-2	3	3	-7	3	17
(55) CC(=O)c1cc(O)c2ccccc2c1O
 : -27	48	27	44*	60*	8	58*	-18
(56) COc1ccccc1OCCOc1ccc(C(=O)c2ccccc2)cc1
 : -2	19	-1	0	5	4	19	20
(57) COc1cccc(NC(=O)c2nn(-c3ccc(OC)cc3OC)c(=O)c3ccccc23)c1
 : 3	-3	14	4	7	-2	-1	5
(58) CCOC(=O)COc1cnc2ccccc2n1
 : 3	-5	2	-5	1	7	-8	-97
(59) O=C(Nc1ccc(N2CCCCC2)cc1)c1ccc([N+](=O)[O-])o1
 : 2	20	74*	2	87*	93*	10	38*
(60) Cc1ccc(S(=O)(=O)C(C#N)c2nc3ccccc3nc2N2CCN(C)CC2)cc1C (stereo not drawn)
 : -23	-32	0	7	28	8	16	-335

Next part, starting with the last two of the part before.
Every second line gives: SENP1 FRET inh	PfG6PD inh	SENP8 block-1	HKDC1 inhibitor	SENP6 block	SENP7 block	Apaf1 inhib	SENP8 block-2
(59) O=C(Nc1ccc(N2CCCCC2)cc1)c1ccc([N+](=O)[O-])o1
 : 2	20	74*	2	87*	93*	10	38*
(60) Cc1ccc(S(=O)(=O)C(C#N)c2nc3ccccc3nc2N2CCN(C)CC2)cc1C (stereo not drawn)
 : -23	-32	0	7	28	8	16	-335
(61) CCc1nn2c(=O)c(S(=O)(=O)Nc3cccc(F)c3)c(C)nc2s1
 : 2	1	5	0	-18	6	-3	9
(62) COc1ccc(CC(=O)NNC(=O)c2cc(Cl)ccc2OC)cc1
 : 1	-20	-11	-7	-8	-3	-4	2
(63) C[N+](C)(C)CCN1C(=O)CSC1=O
 : 3	-9	9	-1	15	7	-18	23
(64) Cc1ccc(C)c(-n2c(SCC(=O)NCC3CCCO3)nnc2-c2ccoc2C)c1 (stereo not drawn)
 : -6	34	-6	2	-18	-8	8	-18
(65) C=CCN1C(C(=O)c2ccccc2)=C(OC(=O)COc2ccccc2)c2ccccc2S1(=O)=O
 : 2	14	·	-10	·	·	·	27
(66) O=C(NCCc1ccncc1)Nc1cccc(Cl)c1
 : 1	6	-4	-2	-16	-2	11	15
(67) Cc1ccc(N2C(=O)CC(Nc3cccc4ccccc34)C2=O)cc1 (stereo not drawn)
 : -7	13	-2	11	4	11	-5	-138
(68) Cc1cccc(NC(=O)Nc2cnccn2)c1
 : 1	-8	-12	-2	-4	-8	-8	10

Source: PubChem BioAssay (Sanford-Burnham Center for Chemical Genomics)

The order is random; any-hit rate near 3.6%.
